# Source: PubChem
# FN deposit inh = fibronectin deposition inhibition; AID 743247; 350,000 compounds, 0.086% hits; inhibition, % at 12.6 µM; AH1F fibroblasts, Alexa488-fibronectin deposition fluorescence, overnight;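 active = mean inhibition across replicates of 30% or more, regardless of how many single replicates reach that level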;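 note: positive control wells lacked labelled fibronectin entirely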
#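 Material – AH1F fibroblast monolayer, labelled fibronectin deposition · Reagent – labelled fibronectin 24 nM · Timing – 1 h adhesion, overnight exposure · Measured by – fluorescence at 485 nm excitation, 525 nm emission · Read-out – inhibition of fibronectin deposition signal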
# PAX8 reporter = lowers PAX8-driven luciferase in RMG-I cells. 360,000 compounds, 1.2% hits. AID 652154. inhibition, % at 12.6 µM. RMG-I TPO-luciferase reporter, SteadyGlo, 24 h;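 active = mean replicate inhibition at least 60% with every replicate also reaching 60%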;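 note: luciferase light reporting Pax8 driven TPO promoter activity; plate controls were median of neutral control wells for no effect and mitoxantrone controls for full effect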
# The depositor's hits bear a star. An excerpt (hit frequency here may not be typical).
SMILES,FN deposit inh,PAX8 reporter
CC1(C)CC(=O)C2=C(C1)N(Cc1ccco1)C(=O)C2(O)C(F)(F)F (stereo not drawn),1,-12
CC(C)(C)C(=O)Nc1nnc(SCc2ccc(F)cc2)s1,-5,-65
Cc1cc(NC(=O)CSCCO)no1,2,-21
Cc1cc(C)c2c3c(sc2n1)C(=O)N(Cc1ccccc1)CC(=O)N3,-3,-11
O=C(CCCn1c(=S)[nH]c2cc3c(cc2c1=O)OCO3)N1CCN(c2ccc(Cl)cc2)CC1,-1,29
CC(C)Cn1cc(C(=O)NC2CCN(Cc3ccccc3)CC2)c2c3ccccc3n(C)c2c1=O,-4,-8
Nc1nc(Nc2cccc3ccccc23)nc(C2CCCC2=O)n1 (stereo not drawn),-2,-7
CCOc1ccc(NC(=O)NCCCn2c(C)nc3cc(C)c(C)cc32)cc1,-3,15
O=C(CCCCCn1c(=O)[nH]c2ccccc2c1=O)NCCc1c[nH]c2ccccc12,-6,14
Cn1c(=O)c2c(nc(NCCCN3CCOCC3)n2Cc2ccc(Cl)c(Cl)c2)n(C)c1=O,-7,11
CC1(c2ccccc2)NC(=O)N(CC(=O)NC(=O)NC2CCCC2)C1=O (stereo not drawn),8,-13
O=C1c2ccccc2CCC12N=NCC2c1ccc(Br)cc1 (stereo not drawn),5,-4
COc1ccccc1N1CCN(C(=O)CSc2nc3ccccc3c(=O)n2CC2CCCO2)CC1 (stereo not drawn),1,19
CCN(CC)S(=O)(=O)c1ccc(Cl)c(C(=O)Oc2cccnc2)c1,-6,13
Cc1ccc2nc(NC(=O)COC(=O)c3ccco3)sc2c1,-4,-63
CCn1cc(C(=O)NCC2CCCO2)c(=O)c2cc(S(=O)(=O)N3CCC(C)CC3)ccc21 (stereo not drawn),0,-4
CN=C1SC(C(=O)O)CC(=O)N1C (stereo not drawn),-3,3
CCOC(=O)CN1NC2(CCCC(C)C2)NC1=S (stereo not drawn),-4,4
CCc1nnc(NC(=O)c2c(C)nn(-c3ccccc3)c2Cl)s1,-2,-63
COc1ccc(N2C(=O)C3ON(C4SC(=S)N(C)C4(C)C)C(c4ccc([N+](=O)[O-])cc4)C3C2=O)cc1 (stereo not drawn),-9,-11
Nc1nnc(SCC(=O)N2CCN(c3ccccc3)CC2)s1,-2,-9
COc1ccc(C)cc1NC(=O)Cn1cnc2sc(C)c(S(=O)(=O)N3CCOCC3)c2c1=O,2,14
CSc1nc(SCCO)c2sc3nc(-c4ccco4)c4c(c3c2n1)CC(C)(C)OC4,-20,-22
Cc1ccc(NC(=O)NCC(c2cccnc2)N2CCOCC2)cc1 (stereo not drawn),2,10
O=C(COc1ccc(-n2cnnn2)cc1)N1CCN(c2ccc(F)cc2)CC1,-1,20
COc1cccc(CNc2nc3nc(C)cc(C)n3n2)c1,4,-49
O=C(C1=C(O)C(=O)N(Cc2ccco2)C1c1ccccc1)c1cccs1 (stereo not drawn),0,-5
CC(=O)Nc1ccc(OC(=O)CC2SC(=O)NC2=O)cc1 (stereo not drawn),-7,-12
COc1ccc(-c2nc(-c3ccccc3)[nH]c(=O)c2C#N)cc1,-3,-11
Cn1c(N2CCN(C(=O)NC34CC5CC(CC(C5)C3)C4)CC2)nc2ccccc21,1,8
COc1cc(C)c(C(N)=O)c(OC)n1,-5,-2
O=C(CSc1nnc(COc2ccccc2)n1-c1ccccc1)c1ccccc1,-3,-2
O=C(CCc1ccccc1)Nc1cc(Cl)ccc1O,2,-19
COC(=O)c1ccc2c(=O)n(CCCCCC(=O)N3CCN(c4ccc(F)cc4)CC3)c(=O)[nH]c2c1,-3,-9
COc1cc(C(C)=O)ccc1OCC(=O)c1cc(C)n(C2CC2)c1C,-3,-8
CC(Oc1cc(-c2ccccc2)cc2ccccc12)C(=O)N1CCOCC1 (stereo not drawn),-5,2

# Copied from the list.
# `CCOc1ccc(NC(=O)NCCCn2c(C)nc3cc(C)c(C)cc32)cc1` in FN deposit inh is listed with -3
# `CCn1cc(C(=O)NCC2CCCO2)c(=O)c2cc(S(=O)(=O)N3CCC(C)CC3)ccc21` (stereo not drawn) in PAX8 reporter is listed with -4
# `CC(C)(C)C(=O)Nc1nnc(SCc2ccc(F)cc2)s1` in PAX8 reporter is listed with -65
# `Cn1c(N2CCN(C(=O)NC34CC5CC(CC(C5)C3)C4)CC2)nc2ccccc21` in PAX8 reporter is listed with 8
# `CSc1nc(SCCO)c2sc3nc(-c4ccco4)c4c(c3c2n1)CC(C)(C)OC4` in PAX8 reporter is listed with -22

# (more compounds)
SMILES,FN deposit inh,PAX8 reporter
O=C(OCn1nnc2ccccc2c1=O)C1=COCCO1,7,-21
Nc1nc(CN2CCN(Cc3ccccc3)CC2)nc(Nc2ccc3c(c2)OCCO3)n1,-5,-5
CCn1nc(C(=O)OCC(=O)c2c[nH]c3ccccc23)c2ccccc2c1=O,1,-4
c1ccc(Cn2c(-c3cccs3)nc3nc4ccccc4nc32)cc1,-10,-27
Clc1ccc(-c2noc(CCCc3ccccc3)n2)cc1,1,2
CC1(C)CC(=O)C=C(NCc2cccs2)C1,0,18
Cc1ncsc1CCOC(=O)C12CC3CC(CC(C3)C1)C2,-2,-11
CN(C)C(=O)CSc1nnc(Cc2ccccc2)n1Cc1ccco1,7,0
O=C(CN1C2CCC1CC(NC(=O)NC1CCCCC1)C2)NC1CC1 (stereo not drawn),-5,-12
CCC1(c2cccc(Cl)c2)NC(=O)N(Cc2cc(C(=O)OC)c(C)o2)C1=O (stereo not drawn),-6,14
O=C(CCCCCn1c(=S)[nH]c2ccccc2c1=O)N1CCOCC1,0,-12
CC1CCCCN1CC(=O)Nc1sc2c(c1C#N)CCC2 (stereo not drawn),-10,13
CN1CCN(Cc2nc(N)nc(Nc3ccc4c(c3)OCCO4)n2)CC1,12,-109
O=C(Cn1cnc2c(oc3ccccc32)c1=O)NCC1CCCO1 (stereo not drawn),-1,24
COc1ccc(N2C(=O)CCC(C(=O)N(C)C3CCCCC3)C2c2ccc(OC)c(OC)c2)cc1 (stereo not drawn),-3,7
CC1CCC(NC(=O)C2CCN(c3cnccn3)CC2)CC1 (stereo not drawn),-3,0
CCC(C)(C)n1nnnc1CN1CCN(c2nc3ccc(C)cc3cc2C#N)CC1,-4,16
CCCCCCc1cc2cc(-c3nnc(-c4cccc(OC)c4)o3)c(=O)oc2cc1O,8,13
O=C(Nc1ccc(Cl)cc1)[C@@H]1[C@@H]2C(=O)N(c3ccc4ccccc4c3)C(=O)[C@@H]2[C@H]2C=CC=NN21,-14,13
O=C(COc1cc(Cl)c(Cl)cc1Cl)Nn1cnnc1,-1,1
COCCn1nnnc1CN1C2CCCC1CC(NC(C)=O)C2 (stereo not drawn),-6,4
CCCn1c(SCc2cc(=O)oc3ccc4ccccc4c23)n[nH]c1=O,-4,22
CCOc1cc2[nH]c(=O)n(Cc3ccccc3)c(=O)c2cc1OCC,3,-1
Cc1ccc(C)c(OCC(=O)N/N=C/c2c(C)nn(-c3ccccc3)c2Cl)c1,1,-18
O=C1CC(Nc2ccc3ccccc3c2)C(=O)N1Cc1ccccc1 (stereo not drawn),6,10
Nc1c(C(=O)NCCc2ccccc2)nnn1Cc1ccccc1,2,-104
CCn1c(Cc2ccccc2)nnc1SCC(=O)NC1CC1,4,-11
CCN(CC)C(=O)c1sc2nc(N3CCOCC3)c3c(c2c1N)CCCC3,0,29
COc1cc2c(cc1OC)C(C(=O)NCC1COc3ccccc3O1)C(c1cccnc1)N(C)C2=O (stereo not drawn),2,-2
COC(=O)c1ccc(N2CCN(S(=O)(=O)c3ccccc3)CC2)c([N+](=O)[O-])c1,4,-6
O=C(COc1ncnc2ccc(Br)cc12)Nc1ccc(N2CCOCC2)cc1,7,3
CC(C)CCNC(=O)Nc1ccc2c(c1)N(C)C(=O)CS2,2,-15
Cc1nc(C)c(-c2csc(NCc3ccccc3)n2)s1,-9,-24
O=C(CCSc1ccccc1)NC1CCCC1,-5,-25
CCCCOc1ccc(NC2=NC3(CCCCC3)N=C(N)N2)cc1,-4,15
CCOc1ccccc1N(C(=O)Cn1nnnc1-c1ccc(C)o1)C(CC)C(=O)NC(C)(C)C (stereo not drawn),-16,19
COc1ccc(C2C=C(c3ccccc3)Nc3nc(CCCO)nn32)cc1 (stereo not drawn),0,12
COc1ccc(S(=O)(=O)NC2CC(C)(C)NC(C)(C)C2)c(C)c1C,-3,-1
CCN(CC)S(=O)(=O)c1cccc2cccnc12,1,-7
NC(=O)CS(=O)(=O)c1nc2ccccc2n1Cc1ccccc1F,-6,43
CCOC(=O)Cc1csc(NC(=O)CSc2nnc(-c3cccnc3)n2Cc2ccco2)n1,2,8
CC(=O)C1=C(O)C(=O)N(CCc2c[nH]c3ccccc23)C1c1ccc(O)cc1 (stereo not drawn),2,13
Cc1nc2nc3c(cn2n1)C(=O)CC(C)(C)C3,-10,-11
COC(=O)/C(C#N)=C1/C=Cc2ccccc2N1C,-12,-97
Cc1ccc(-c2csc(NC(=O)COC(=O)c3cccc(S(=O)(=O)N4CCOCC4)c3)n2)cc1,-6,-221
CCOC(=O)CSC1=Nc2ccccc2C2=NC(CC(=O)NCc3ccc(OC)cc3)C(=O)N12 (stereo not drawn),2,7
CCOc1ncccc1C(=O)Nc1ccc(Cl)cc1,6,-6
COCCCNC(=O)CS(=O)Cc1nc(-c2cccc(OC)c2)oc1C (stereo not drawn),-3,12

# Among those listed so far, these have a Cl atom.
SMILES,FN deposit inh,PAX8 reporter
O=C(CCCn1c(=S)[nH]c2cc3c(cc2c1=O)OCO3)N1CCN(c2ccc(Cl)cc2)CC1,-1,29
Cn1c(=O)c2c(nc(NCCCN3CCOCC3)n2Cc2ccc(Cl)c(Cl)c2)n(C)c1=O,-7,11
CCN(CC)S(=O)(=O)c1ccc(Cl)c(C(=O)Oc2cccnc2)c1,-6,13
CCc1nnc(NC(=O)c2c(C)nn(-c3ccccc3)c2Cl)s1,-2,-63
O=C(CCc1ccccc1)Nc1cc(Cl)ccc1O,2,-19
Clc1ccc(-c2noc(CCCc3ccccc3)n2)cc1,1,2
CCC1(c2cccc(Cl)c2)NC(=O)N(Cc2cc(C(=O)OC)c(C)o2)C1=O (stereo not drawn),-6,14
O=C(Nc1ccc(Cl)cc1)[C@@H]1[C@@H]2C(=O)N(c3ccc4ccccc4c3)C(=O)[C@@H]2[C@H]2C=CC=NN21,-14,13
O=C(COc1cc(Cl)c(Cl)cc1Cl)Nn1cnnc1,-1,1
Cc1ccc(C)c(OCC(=O)N/N=C/c2c(C)nn(-c3ccccc3)c2Cl)c1,1,-18
CCOc1ncccc1C(=O)Nc1ccc(Cl)cc1,6,-6

# (next part)
SMILES,FN deposit inh,PAX8 reporter
OCCCn1c(-c2ccccc2)n[nH]c1=S,-2,-48
O=C(CCn1c(=O)oc2ccccc21)NCCCN1CCN(c2ccc(F)cc2)CC1,-2,2
CCn1c(CCNC(=O)c2cccs2)nnc1SCC(=O)Nc1cccc(Cl)c1,-2,17
CC(=O)N1CCN(C(=O)CCc2nc3sc4c(c3c(=O)[nH]2)CCCC4)CC1,1,-17
CCc1cc(=O)oc2c(C)c(O)c(CN3CCCCC3)cc12,14,2
Cc1ccc(-n2c(-c3ccncc3)nnc2-c2ccco2)cc1,17,-9
CCCc1cc2c(cc1NS(=O)(=O)c1ccc(CCNC(C)=O)cc1)OCO2,-7,4
CCOC(=O)CC(=O)CSc1nnc2c(n1)[nH]c1ccccc12,-2,-25
CCOC(=O)C1CCN(C(=O)Cn2cccc2C(=O)c2ccccc2)CC1,-4,6
Cc1csc(NC(=O)c2ccc(C)c(S(=O)(=O)N3CCCCC3)c2)n1,-4,8
Cc1c(NC2=C(Cl)C(=O)N(c3ccccc3)C2=O)c(=O)n(-c2ccccc2)n1C,6,-14
CCC1Oc2ccc(C)cc2N(CC(=O)N(Cc2cccnc2)Cc2cccc(F)c2)C1=O (stereo not drawn),2,13

# Brought forward from above: 5 compounds; new compounds follow.
SMILES,FN deposit inh,PAX8 reporter
CCOC(=O)CC(=O)CSc1nnc2c(n1)[nH]c1ccccc12,-2,-25
CCOC(=O)C1CCN(C(=O)Cn2cccc2C(=O)c2ccccc2)CC1,-4,6
Cc1csc(NC(=O)c2ccc(C)c(S(=O)(=O)N3CCCCC3)c2)n1,-4,8
Cc1c(NC2=C(Cl)C(=O)N(c3ccccc3)C2=O)c(=O)n(-c2ccccc2)n1C,6,-14
CCC1Oc2ccc(C)cc2N(CC(=O)N(Cc2cccnc2)Cc2cccc(F)c2)C1=O (stereo not drawn),2,13
Cc1ccc(NC(=O)COC(=O)c2ccc3c(c2)NC(=O)C2CCCN32)cc1C (stereo not drawn),-2,12
Cc1cccc(OCCCC(=O)O)c1C,-1,0
COc1ccc(S(=O)(=O)N2CCC(C(=O)Nc3ccccc3C)CC2)c2cccnc12,-6,-4
CC(C)c1ccc(-c2c(C#N)c(N)nc(SCC(=O)N3CCCCCC3)c2C#N)cc1,6,2
Cn1nc(-c2ccc(OCC(=O)Nc3ccccc3)cc2)c2ccccc2c1=O,2,-6
Cc1nnc2sc(-c3csc4c3CCCC4)nn12,4,0
Cc1cccc2c(Cl)cc(=O)[nH]c12,1,-5
CCCn1c(CC)nc([N+](=O)[O-])c1Sc1ccc(F)cc1,-6,19
